RXFP1 antagonist = RXFP1 (human) relaxin receptor antagonism; Q9HBX9; HEK293-RXFP1, relaxin-stimulated cAMP HTRF, 30 min; hits give low values; activity change, negative = inhibition, % at 57.5 µM; hit rate 0.59% among 350,000; AID 1259400;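 active = activity change of -60% or lower, but not beyond a set lower limit; inconclusive = change between -60% and -40%, or beyond the set limit; inactive = change above -40%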; also: % is scaled to controls: 0 for no effect and ±100 for the full control effect
D2 ag = D2 dopamine receptor (human) agonism | activation, % at 2 µM | P14416 | AID 485358 | hit rate 0.53% among 340,000 | HEK293 T-REx D2 cells, calcium flux agonist mode;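 active = activation over 3 SD above normal in the single-dose calcium agonist read, cut at about 30% in these data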; also: 0% is about no effect
Target sequence (P14416 whole entry, looked up): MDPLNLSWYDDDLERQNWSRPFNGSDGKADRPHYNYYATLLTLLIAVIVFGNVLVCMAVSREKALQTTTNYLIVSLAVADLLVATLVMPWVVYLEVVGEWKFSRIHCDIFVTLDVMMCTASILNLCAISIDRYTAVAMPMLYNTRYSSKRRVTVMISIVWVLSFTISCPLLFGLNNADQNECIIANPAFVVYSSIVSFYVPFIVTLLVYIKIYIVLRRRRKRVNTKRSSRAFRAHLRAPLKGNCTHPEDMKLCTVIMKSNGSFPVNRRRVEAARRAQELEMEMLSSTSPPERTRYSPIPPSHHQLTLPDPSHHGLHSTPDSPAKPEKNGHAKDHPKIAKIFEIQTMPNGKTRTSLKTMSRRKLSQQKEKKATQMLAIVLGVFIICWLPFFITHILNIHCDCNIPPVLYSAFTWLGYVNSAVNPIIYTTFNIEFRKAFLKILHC
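Agonism is scored from calcium flux in a force-coupled, inducible HEK293 cell line expressing D2, read kinetically for 180 s after compound addition against dopamine controls.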
D1 PAM = potentiators of human D1 dopamine receptor | HEK293 TREx D1 cells, calcium flux, dopamine EC20 potentiation | AID 504651 | hit rate 0.036% among 360,000 | potentiation, % at 10 µM; in the data active = potentiation above about 30%; also: 0% is about no effect
Target sequence (P21728 whole entry, looked up): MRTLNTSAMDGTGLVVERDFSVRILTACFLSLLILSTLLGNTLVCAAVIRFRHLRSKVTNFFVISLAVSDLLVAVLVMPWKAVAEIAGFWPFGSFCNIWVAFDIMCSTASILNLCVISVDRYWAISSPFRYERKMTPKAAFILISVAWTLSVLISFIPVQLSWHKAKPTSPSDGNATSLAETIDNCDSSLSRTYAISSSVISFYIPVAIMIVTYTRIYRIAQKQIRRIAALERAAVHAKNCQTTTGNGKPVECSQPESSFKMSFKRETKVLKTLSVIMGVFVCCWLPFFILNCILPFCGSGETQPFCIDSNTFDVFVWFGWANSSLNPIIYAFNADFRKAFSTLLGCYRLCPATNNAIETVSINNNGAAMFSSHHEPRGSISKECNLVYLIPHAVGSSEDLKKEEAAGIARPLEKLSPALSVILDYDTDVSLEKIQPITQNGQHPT
RXFP1 ag = RXFP1 (human) receptor agonism; HEK293T-RXFP1 cAMP TR-FRET, 30 min; response scale: percent of porcine relaxin response, buffer zero; hit rate 0.3% among 370,000; Potency, µM (series often up to 57.5 µM), inactives show top-dose activation, usual class: activators; Q9HBX9; active = well fitted activation curve with a large enough effect; inconclusive = small, poorly fitted or top-dose-only effect; also: potency is read from the fitted curve at half-maximal effect; % is scaled to controls: 0 for no effect and ±100 for the full control effect; nearly all actives have a fitted effect of over 60% in size; many of its hits are not listed in these tables
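cAMP rise read by TR-FRET after 30 min, 37C compound exposure (up to 58 uM) in RXFP1-transfected HEK293 cells with Ro 20174 present. EC50 from Hill-equation fits, with 29 nM porcine relaxin as 100% and buffer as basal.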
D1 agonist = agonists of human D1 dopamine receptor; activation, % at 2 µM; hit rate 1% among 360,000; P21728; AID 504660; HEK293 T-REx D1 cells, calcium flux, agonist mode; in the data active = activation above about 30%; also: 0% is about no effect
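Inducible HEK293 T-REx D1 cells, force-coupled to calcium signalling, were plated at 4000 cells/well with tetracycline and held overnight at 30 C. After no-wash calcium dye loading, compound-evoked calcium rise over 180 s flagged agonists.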
D1 antag = antagonists of human D1 dopamine receptor; P21728; HEK293 TREx D1 cells, calcium flux, dopamine EC80; hits give low values; activity change, negative = inhibition, % at 10 µM; hit rate 3.2% among 360,000; AID 504652; in the data active = activity change below about -30%; also: % is scaled to controls: 0 for no effect and ±100 for the full control effect
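After overnight tetracycline induction at 30 C, force-coupled D1 HEK293 cells took up a no-wash calcium dye at room temperature. Compounds were added and monitored 180 s, and the response to EC80 dopamine was then recorded.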
TRHR PAM = TRH receptor (human) allosteric enhancement | P34981 | TRHR cells, fluo-8 calcium fluorescence, EC20 TRH enhancement | enhancement, % at 2 µM | hit rate 0.66% among 360,000 | AID 493056; in the data active = enhancement above about 30%; also: 0% is about no effect
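Enhancer read-out: after compound pinning and an initial kinetic agonist-mode read, an EC20 of TRH (10 nM final) was injected and fluo-8 calcium signal (Ex 480/Em 530) followed at 1 s/cycle for 100 cycles in TRHR-expressing cells.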
D2 antag = antagonists of human D2 dopamine receptor | P14416 | HEK293 TREx D2 cells, calcium flux, dopamine EC80 | inhibition, % at 10 µM | hit rate 2% among 340,000; in the data active = inhibition above about 30%; also: 0% is about no effect
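Cells plated overnight at 30 C with tetracycline; no-wash calcium dye, 30–90 min RT; 10 s baseline; compound pinned; 180 s read; EC80 dopamine added; another 180 s read.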
D2 potentiator = positive allosteric modulators of human D2 dopamine receptor; hit rate 0.34% among 340,000; AID 485347; HEK293 T-REx D2, calcium flux, EC20 dopamine potentiation; potentiation, % at 10 µM; P14416;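 active = potentiation over 3 SD above the plate norm, cut at about 30% in these data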; also: 0% is about no effect
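Using a no-wash calcium dye in inducible, force-coupled HEK293 Trex cells expressing D2, we tracked fluorescence each second for 180 s after compound, then for 180 s after EC20 dopamine to detect augmented signalling.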
* marks the source's active call; other numbers are inactive results; ? = inconclusive; · = no result given; & = joins results of further samples; ! = repeats disagree. This is a subset; count on the stated rates, not on these rows.

SMILES | RXFP1 antagonist | D2 ag | D1 PAM | RXFP1 ag | D1 agonist | D1 antag | TRHR PAM | D2 antag | D2 potentiator
COc1cc2c(c(OC)c1OC)-c1c(cc(OC)c(OC)c1OC)C[C@H](C)[C@H](C)C2 | · | -0.2 | -1 | -0.3% | 6 | 17 | -4 | 8 | 2
Cc1cc(NC(=O)C2CCN(S(=O)(=O)c3ccc4[nH]c(=O)oc4c3)CC2)ccc1Br | ? | -0.1 | -8 | -1.3% | 4 | -17 | 1 | · | ·
COc1c(O)cc2c(c1O)[C@@H]1O[C@H](CO)[C@@H](O)[C@H](O)[C@H]1OC2=O | -4 | 1.0 | -3 | 0.0% | 7 | -2 | 3 | 9 | -4
Oc1cc2c(cc1O)C1c3ccc(O)c(O)c3OCC1(O)C2 (centres undefined) | · | 0.3 | -3 | -0.5% | -4 | 5 | -1 | -9 | -1
CN(C)CCOC(=O)C(c1ccccc1)C1(O)CCCC1 (centres undefined) | -12 | 18 | 5 | -2.9% | 3 | -43* | -5 | 59* | 5
COc1ccc(S(=O)(=O)Nc2nnc(CC(C)C)s2)cc1 | -7&4 | 0.1 | 1 | -0.3% | 2 | -7 | 2 | 12 | -8
COc1ccc2c(CNCCc3ccccc3OC)c(C(=O)O)n(Cc3ccc(F)cc3Cl)c2c1 | · | 0.5 | 6 | 7.3% | 0 | 9 | 2 | · | -2
CN1CCN(c2c(F)cc3c(=O)c(C(=O)O)cn4c3c2SCC4)CC1 | -3&-15 | 0.0&-1.7 | -2&-2 | 10%&16% | -1&2 | -5&7 | 15&2 | 3&-16 | 3&0
CCOc1ccc(NC(=S)N2CCC(C(O)(c3ccccc3)c3ccccc3)CC2)cc1 | 7 | -0.4 | -9 | -0.6% | 2 | 2 | 0 | -9 | 3
COc1ccc(Sc2ccc(NC(=O)c3ccccc3Cl)cc2C#N)cc1 | -1 | 0.3 | -4 | -4.3% | 11 | -10 | 0 | -4 | -1
Cc1ccsc1/C=C/C1=NCCCN1C | 4 | 1.6 | -6 | -0.7% | 2 | 7 | 5 | -5 | 8
Cc1nc2nc(NC(=O)c3cccc(Cl)c3)[nH]n2c(=O)c1Cc1ccccc1 | -19 | 0.7 | 0 | -0.5% | 0 | -3 | 0 | · | 4
CCOc1ccccc1NC(=O)CSc1nc2ccccc2c2nc(CCn3cncc3C)nn12 | -9 | 0.0 | -2 | 0.1% | 4 | -10 | 1 | · | 14
Cc1ccc(Cc2c(C)nc3c(-c4ccccc4)c(C)[nH]n3c2=O)cc1 | · | -0.8 | -1 | -0.4% | 0 | 20 | 2 | · | 6
O=C(O)CCCCCCCC(=O)O | -7 | 1.5 | 1 | -1.5% | 2 | -13 | -6 | 5 | -11
CN1CCN(CCCN2c3ccccc3Sc3ccc(S(=O)(=O)N(C)C)cc32)CC1 | -36 | 0.9 | -1 | -0.6% | 52* | -94* | -1 | 82* | -23
O=C1c2c(O)cccc2C(C2OC(CO)[C@@H](O)[C@H](O)[C@H]2O)c2cc(CO)cc(O)c21 (some centres undefined) | · | 0.7 | 5 | 1.8% | 2 | -11 | 1 | -2 | 14
Cc1cc(O)c2c(c1)C(=O)c1cccc(O)c1C2=O | · | 0.0 | -2 | -0.1% | 1 | 21 | -1 | 19 | -1
CCCN(CCC)C(=O)C(CCC(=O)O)NC(=O)c1ccccc1 (centres undefined) | -2 | -1.1&-0.3 | -6&-3 | 3.9%&-0.4% | 1&-2 | 18&-6 | -5&4 | 2&-11 | -3&6
Nc1ncnc(Nc2ccccc2)n1 | -16 | -1.5 | 1 | 1.6% | 2 | 4 | -1 | 2 | 4
CCN(CC)CCOC(=O)C(c1ccccc1)c1ccccc1 | 19 | -2.8 | -4 | 1.4% | 13 | 35 | 6 | 1 | -8
Cc1ccc(CNC(=O)C2CCN(S(=O)(=O)c3c(C)noc3/C=C/c3ccccc3F)CC2)o1 | -15 | -0.7 | 3 | 3.9% | 18 | 17 | -1 | · | -10
COc1ccc(NC(=O)C2CCCN(c3nnc(C)c4c(C)n(-c5ccccc5)nc34)C2)cc1Cl (centres undefined) | -31 | 2.1 | 0 | 3.5% | 3 | 4 | 5 | · | 2
CC(C)(C)c1ccc(S(=O)(=O)c2cnc(SCC(=O)Nc3ccc(F)c(Cl)c3)[nH]c2=O)cc1 | -26 | -1.1 | -2 | 0.9% | 24 | -4 | -9 | · | 25
COc1cc(NC(=O)c2cc(C3CC3)on2)c(OC)cc1Cl | -5 | -0.4 | · | 1.6% | 8 | 3 | -4 | 19 | -7

Some of these compounds in order of heavy-atom count, smallest number first:
SMILES | RXFP1 antagonist | D2 ag | D1 PAM | RXFP1 ag | D1 agonist | D1 antag | TRHR PAM | D2 antag | D2 potentiator
O=C(O)CCCCCCCC(=O)O | -7 | 1.5 | 1 | -1.5% | 2 | -13 | -6 | 5 | -11
Nc1ncnc(Nc2ccccc2)n1 | -16 | -1.5 | 1 | 1.6% | 2 | 4 | -1 | 2 | 4
CN(C)CCOC(=O)C(c1ccccc1)C1(O)CCCC1 (centres undefined) | -12 | 18 | 5 | -2.9% | 3 | -43* | -5 | 59* | 5
COc1cc(NC(=O)c2cc(C3CC3)on2)c(OC)cc1Cl | -5 | -0.4 | · | 1.6% | 8 | 3 | -4 | 19 | -7
COc1c(O)cc2c(c1O)[C@@H]1O[C@H](CO)[C@@H](O)[C@H](O)[C@H]1OC2=O | -4 | 1.0 | -3 | 0.0% | 7 | -2 | 3 | 9 | -4
CCCN(CCC)C(=O)C(CCC(=O)O)NC(=O)c1ccccc1 (centres undefined) | -2 | -1.1&-0.3 | -6&-3 | 3.9%&-0.4% | 1&-2 | 18&-6 | -5&4 | 2&-11 | -3&6
CN1CCN(c2c(F)cc3c(=O)c(C(=O)O)cn4c3c2SCC4)CC1 | -3&-15 | 0.0&-1.7 | -2&-2 | 10%&16% | -1&2 | -5&7 | 15&2 | 3&-16 | 3&0
Cc1ccc(Cc2c(C)nc3c(-c4ccccc4)c(C)[nH]n3c2=O)cc1 | · | -0.8 | -1 | -0.4% | 0 | 20 | 2 | · | 6
COc1ccc(Sc2ccc(NC(=O)c3ccccc3Cl)cc2C#N)cc1 | -1 | 0.3 | -4 | -4.3% | 11 | -10 | 0 | -4 | -1
CN1CCN(CCCN2c3ccccc3Sc3ccc(S(=O)(=O)N(C)C)cc32)CC1 | -36 | 0.9 | -1 | -0.6% | 52* | -94* | -1 | 82* | -23
Cc1ccc(CNC(=O)C2CCN(S(=O)(=O)c3c(C)noc3/C=C/c3ccccc3F)CC2)o1 | -15 | -0.7 | 3 | 3.9% | 18 | 17 | -1 | · | -10
COc1ccc2c(CNCCc3ccccc3OC)c(C(=O)O)n(Cc3ccc(F)cc3Cl)c2c1 | · | 0.5 | 6 | 7.3% | 0 | 9 | 2 | · | -2

(cont.)
SMILES | RXFP1 antagonist | D2 ag | D1 PAM | RXFP1 ag | D1 agonist | D1 antag | TRHR PAM | D2 antag | D2 potentiator
COc1cc(C(=O)NCCCCCC(=O)O)cc(OC)c1OC | 21 | 1.4 | 2 | 2.3% | 1 | -16 | 13 | -8 | 11
O=C1CCc2cc(OCCCCc3nnnn3C3CCCCC3)ccc2N1 | 6 | -1.6&-2.9&-2.3 | -3&-2&-2 | 1.7%&0.2%&-1.2% | 8&11&4 | -42*! | 5&3&-1 | 17&-12&-7 | -13&3&-6
C[C@]12CC[C@H]3C(=CCc4cc(O)ccc43)[C@@H]1CCC2=O | · | -2.2 | -4 | 3.3% | 2 | 20 | 1 | -10 | -13
Cc1cc(Cl)ccc1NC(=O)Cn1nc(C)c2c(C)n(-c3ccccc3)nc2c1=O | -5 | -0.5 | -1 | 0.7% | 1 | -7 | 3 | · | 1
CCCCOC(=O)c1ccc(N)cc1 | 6 | 1.0 | 3 | 0.9% | 0 | 11 | -4 | -23 | 11
C[C@@H]1C[C@H]2[C@@H]3C[C@H](F)C4=CC(=O)C(Cl)=C[C@]4(C)[C@@]3(F)[C@@H](O)C[C@]2(C)[C@@]1(O)C(=O)CO | -33 | 1.9 | 1 | 2.7% | -1 | 10 | 2 | 16 | -12
COc1cc(C(=O)NC(c2ccccc2Cl)c2cc(Cl)c3cccnc3c2O)cc(OC)c1OC (centres undefined) | -1 | -0.3 | -3 | -0.2% | 7 | -2 | -8 | · | 14
C[C@H]1c2cccc(O)c2C(O)=C2C(=O)C3(O)C(O)=C(C(N)=O)C(=O)[C@@H](N(C)C)[C@@H]3[C@@H](O)[C@@H]21 (some centres undefined) | · | -1.5 | -4 | -0.2% | -2 | 23 | 4 | 12 | -2
Nc1cc(=O)[nH]c(N)n1 | 3 | -1.2 | -1 | 0.3% | 2 | -5 | -4 | -7 | 8
C/C=C(/C)C(=O)O[C@@H]1c2cc3c(c4c2[C@@]2(CO4)C(=O)C(OC)=C(OC)C=C2C[C@@H](C)[C@H]1C)OCO3 | · | 0.7 | -6 | 4.1% | 5 | 25 | -4 | -17 | 10
CCN(CC)S(=O)(=O)c1ccc(C(=O)O)cc1 | 7&11 | -0.1 | -2 | -0.2% | 4 | 2 | 7 | 16 | -3
COc1ccc(Cn2c(CCC(=O)Nc3cccc(OC)c3)nc3cccnc32)cc1 | -17 | 0.5 | -1 | 3.1% | 1 | -3 | 5 | · | 2
C[C@H]1c2cccc(O)c2C(O)=C2C(=O)[C@]3(O)C(O)=C(C(N)=O)C(=O)[C@@H](N(C)C)[C@@H]3[C@@H](O)[C@@H]21 | 6 | -0.7 | -8 | 0.0% | 0 | -83* | -25 | 19 | -2
CCC(Cc1c(I)cc(I)c(N)c1I)C(=O)O (centres undefined) | 4 | 0.0 | -3 | 0.5% | -2 | 12 | 0 | 1 | -10

From PubChem
